EP2 mod = EP2 receptor modulators, cAMP readout, primary screen, cell-based, HTRF cAMP, PGE2 stimulation | Prostaglandin E2 receptor EP2 subtype (Homo sapiens), P43116 | EP2-expressing cells, cAMP HTRF FRET, PGE2 co-stimulation | induction, % at 25 µM | 0.83% of 260,000 active | AID 940, 2007;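 active means compounds whose cAMP rise, as percent of the full-agonist control response, exceeds 60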;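 further: rat C6 glioma line stably carrying human EP2 under a CMV promoter; the protocol text gives 20 µM as final concentration; 100% = response of wells given 1 µM PGE2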
Target sequence (P43116 whole entry, looked up): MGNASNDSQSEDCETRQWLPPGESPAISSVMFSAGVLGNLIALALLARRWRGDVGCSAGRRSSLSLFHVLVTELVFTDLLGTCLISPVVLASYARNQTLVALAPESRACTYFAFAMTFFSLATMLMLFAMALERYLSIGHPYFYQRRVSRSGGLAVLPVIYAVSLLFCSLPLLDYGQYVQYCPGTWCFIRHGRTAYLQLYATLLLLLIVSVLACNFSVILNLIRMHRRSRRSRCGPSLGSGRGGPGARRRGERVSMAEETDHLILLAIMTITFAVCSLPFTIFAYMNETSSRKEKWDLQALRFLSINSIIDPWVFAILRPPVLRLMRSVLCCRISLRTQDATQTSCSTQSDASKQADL
14-3-3 Bad PPI = inhibitors of 14-3-3 zeta/Bad binding, primary screen, biochemical, TR-FRET, bovine 14-3-3 zeta. 14-3-3 protein zeta/delta (Bos taurus), P63103. TR-FRET 14-3-3zeta/Dy647-pBad peptide displacement, 1 h. inhibition, % at 21.7 µM. 0.71% of 220,000 active. AID 781, 2007;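 active means inhibition above about 70%, limit read from the data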;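 further: 0% = full 14-3-3 plus peptide FRET controls and 100% = background without 14-3-3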
Hck Nef HTS = inhibitors of Nef-activated human Hck kinase, primary screen, biochemical, Z-Lyte FRET, 384-well, Hck-YEEI; Recombinant Hck-YEEI plus Nef, Z-Lyte FRET kinase assay; inhibition, % at 20 µM; 0.68% of 220,000 active; AID 463187, 2010;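 active means Hck-Nef kinase inhibition above about 50%, limit read from the data; inactive means inhibition below that limit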;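 further: 0% = DMSO with Hck plus Nef and 100% = Hck alone without Nef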
Target sequence (P08631 whole entry, looked up): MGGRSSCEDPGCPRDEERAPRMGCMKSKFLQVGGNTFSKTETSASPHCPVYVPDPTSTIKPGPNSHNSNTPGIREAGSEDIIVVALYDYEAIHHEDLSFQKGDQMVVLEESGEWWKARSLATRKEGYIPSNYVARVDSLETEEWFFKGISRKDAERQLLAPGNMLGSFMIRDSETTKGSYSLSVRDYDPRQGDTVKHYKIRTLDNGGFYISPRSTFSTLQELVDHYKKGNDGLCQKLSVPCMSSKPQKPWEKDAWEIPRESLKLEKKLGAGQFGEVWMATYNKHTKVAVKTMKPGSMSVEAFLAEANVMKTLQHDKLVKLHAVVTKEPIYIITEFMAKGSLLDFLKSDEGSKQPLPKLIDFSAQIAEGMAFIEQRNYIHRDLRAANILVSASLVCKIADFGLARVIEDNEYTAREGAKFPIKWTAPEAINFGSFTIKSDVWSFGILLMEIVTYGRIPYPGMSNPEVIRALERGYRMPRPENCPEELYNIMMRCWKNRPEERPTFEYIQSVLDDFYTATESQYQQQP
L929 necroptosis = inhibitors of zVAD-triggered necroptosis, primary screen, L929 cells; 0.38% of 220,000 active; viability rescue, % at 10 µM; L929 zVAD necroptosis rescue, ATP luminescence, 24 h; with zVAD 60 µM;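 active means activation, scaled between plate controls, above about 75%, limit read from the data; inactive means activation under that limit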;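 further: 0% = zVAD with DMSO and 100% = DMSO alone without zVAD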
EP2 antag = human EP2 receptor antagonists, primary screen, TR-FRET cAMP, C6 glioma cells; Prostaglandin E2 receptor EP2 subtype (Homo sapiens), P43116; C6 glioma cells expressing human EP2; cells stimulated with saturating PGE2; inhibition, % at 25 µM; 0.52% of 260,000 active; AID 1422, 2008;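 active means percent inhibition above 40 after rounding to a whole number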;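 further: rat C6 glioma host cells with rolipram phosphodiesterase inhibitor present; the protocol text gives 20 µM as final concentration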
Rad51 HR inh = human RAD51 strand exchange inhibitors, primary screen, biochemical, fluorescence | hRad51 DNA strand exchange, fluorescence dequenching | inhibition, % at 10 µM | DNA repair protein RAD51 homolog 1 (Homo sapiens), Q06609 | 0.085% of 200,000 active;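 active means inhibition above 40% at the single screening dose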;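 further: 0% = DMSO control wells and 100% = blanks with heterologous ssDNA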
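Test system – preformed human Rad51 ssDNA filaments · Reagent – Donor/quencher-labelled 47-bp dsDNA substrate · Incubation – 37 °C 15-min filament assembly, 30-min compound preincubation, 15-min exchange · Signal – FRET fluorescence dequenching, excitation 485 nm, emission 520 nm · Read-out – percent inhibition from fluorescence, normalised to plate control and blank means · Benchmarks – plate control and blank wells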
eIF4E-4G inh = eIF4E–eIF4G protein interaction inhibitors, primary screen, biochemical, uHTS, TR-FRET, eIF4GI fragment; inhibition, % at 21.7 µM; 0.37% of 220,000 active; Eukaryotic translation initiation factor 4E (Mus musculus) + Eukaryotic translation …; TR-FRET eIF4E-eIF4GI(517-606) binding, 2 h;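 active means inhibition above about 30%, limit read from the data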;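 further: 0% = full FRET control wells and 100% = background wells lacking eIF4GI fragment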
Calpain2 inh = inhibitors of pig calpain II, primary screen, biochemical, fluorogenic peptide substrate, 1536-well; purified calpain II, 30 min; inhibition, % at 16 µM; 0.37% of 220,000 active;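 active means inhibition above about 50%, limit read from the data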
Tb hexokinase = Trypanosoma brucei hexokinase 1 inhibitors, primary screen, biochemical, G6PDH-coupled NADH absorbance, MLSCN library. recombinant TbHK1, G6PDH-coupled NADH A340. inhibition, % at 10 µM. hexokinase 1 [Trypanosoma brucei]. AID 1430, 2008. 0.11% of 220,000 active;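 active means inhibition of 50% or more in the single-dose primary screen; inactive means inhibition below 50%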
* = called active by the depositor; nt = no result given; & = joins results of further samples; [ ] = dose if it differs, or a comment.

Value order – EP2 mod, 14-3-3 Bad PPI, Hck Nef HTS, L929 necroptosis, EP2 antag, Rad51 HR inh, eIF4E-4G inh, Calpain2 inh, Tb hexokinase
CC1(C)Cc2c(sc3nc(NCCN4CCOCC4)n4ncnc4c23)CO1
 : -69.5, -13.3, 2.1, -0.6, 14.1, -6.1, 61.4*, 22.9, 1.7
CC(C)NCc1nnc(-c2ccc(Cl)cc2)o1
 : 11.0, -12.8, 22.2, 2.2, 3.9, -7.7, 2.7, -43.6, -4.9
Cc1cc(C)n(CCOc2nonc2N)n1
 : -10.4, 7.6[fluorescence artefact?], -0.5, 0.3, 7.0, -0.8, -0.3[fluorescence artefact?], -6.1, 3.7
O=C(Nc1ccc2oc(-c3ccncc3)nc2c1)c1ccc2c(c1)OCO2
 : -3.1, 45.9, 14.0, 0.0, 6.7, 3.6, -9.2, -46.8, -9.6
O=C(CCCC(=O)NC1CCCC1)NC1CCCC1
 : -0.6, -14.0, 1.7, 0.2, 2.7, 0.1, -1.8[fluorescence artefact?], 17.0, -1.3
CCOC(=O)c1ccc(NC(=O)N2CCN(C3CCCCC3)CC2)cc1
 : 11.5, -1.0, 7.8, -0.2, 8.7, 1.7, 3.5, -28.3, -3.7
O=C(c1cccc2ccccc12)N1CCN(c2ccc([N+](=O)[O-])c(NCc3ccco3)c2)CC1
 : -28.9, -8.5, 3.8, -0.4, 3.1, 6.7, 6.7, -47.1, 6.7
Cc1ccccc1Nc1nc(-c2sc(NC(=O)c3ccccc3)nc2C)cs1
 : -0.1, 38.2, 0.5, 1.5, 16.5, 6.1, -33.1, -51.4, -13.4
CCCCC(=O)NC(=S)Nc1ccc(S(=O)(=O)N2CCCC2)cc1
 : -5.0, -4.3, -1.1, 1.4, 7.2, 3.8, 1.8[fluorescence artefact?], -4.6, 2.2
Fc1ccc(NCc2cccnc2)cc1F
 : 16.8, 23.0[fluorescence artefact?], -1.3, -0.2, 5.8, -6.1, -5.4[fluorescence artefact?], 0.8, -11.4
CN(C)/C=C/C(=O)c1nn(-c2ccc(F)cc2)ccc1=O
 : -14.3, -3.0, 7.0, 0.2, 10.2, 22.9, 1.5, 2.8, -27.4
COc1ccc(-c2[nH]ncc2CNCCCSC)cc1F
 : -8.3, -17.6, 21.7, 0.6, 9.2, -1.0, 0.6, -2.6, 8.1
O=[N+]([O-])c1ccc(N2CCN(S(=O)(=O)c3ccccc3)CC2)cc1NCc1cccnc1
 : -6.4, -1.7, -1.2, 0.0, 6.6, 3.2, -27.4, -21.2, -4.9
CCCC(C)C(=O)OCC(=O)Nc1c(Br)cc(C)cc1Br (stereo not drawn)
 : 17.5, -1.2, -46.5, 0.8, 13.4, nt, -8.2, 2.8, -11.3
CCC(CCC(=O)NNC(=O)Cc1ccc([N+](=O)[O-])cc1)C(=O)O (stereo not drawn)
 : -3.3, -5.8, -15.7, -0.3, 6.0, nt, -1.5, -4.1, 4.8
Cc1cc(OCCN2CCCCCC2)ccc1[N+](=O)[O-]
 : -8.8, 11.2, 2.1, 0.0, 7.8, -10.2, 4.9, 3.8, -6.5
CSC(=NC#N)N1CCN(c2ccccc2)CC1
 : 3.8, 7.0[fluorescence artefact?], -1.2, -0.4, 6.6, -5.0, 3.1[fluorescence artefact?], -11.0, 3.7
COc1ccc(C(C)NC(=O)C2C(=O)NC3(C)CC2c2ccccc2O3)cc1 (stereo not drawn)
 : 10.0, 9.1, 0.2, 0.0, 18.4, -1.3, -3.7, 11.7, 3.9
CN(C)c1cccc2c1c(NC(=O)c1ccc(F)cc1)nn2C
 : 12.3, -3.6, 4.2, 1.1, 9.4, 4.8, 1.1, -7.5, -11.7
CSCCC(NC(=O)COc1ccccc1)C(=O)O (stereo not drawn)
 : 7.7, -0.6, 15.4, 0.2, 2.3, 0.1, -2.2, 0.7, 1.5
COc1ccc(C2C3=C(OC(C)=O)c4ccccc4C3=Nc3c2c(=O)n(C)c(=O)n3C)cc1 (stereo not drawn)
 : 30.9&34.2, -20.1&0.6, 3.7, 3.4, 8.1, 2.9&9.9, -27.8&-0.7, 2.0&-11.7, -4.3
CC1CC(C)CN(S(=O)(=O)c2ccc(NC(=O)C3COc4ccccc4O3)cc2)C1 (stereo not drawn)
 : -3.1, 7.1, -3.1, 4.3, 2.3, -8.9, 1.3, 7.2, -7.7
CP(=O)(COC(=O)c1ccccc1)COC(=O)c1ccccc1
 : -6.4, 2.4[fluorescence artefact?], -1.5, 3.0, 13.3, -9.3, 2.9[fluorescence artefact?], -13.6, -9.7
COc1ccccc1/C=C/CN1CC(C)OC(C)C1 (stereo not drawn)
 : 24.6, 79.3*, 0.4, 0.0, 8.1, -2.7, -5.9, 8.0, 3.4
Cc1cc(C)n(Cc2ccc(C(=O)O)cc2)n1
 : 1.0, -7.8, -1.4, -1.0, 5.7, 3.0, 2.5[fluorescence artefact?], -32.1, -18.7
Cc1cc2cc(CCNS(C)(=O)=O)c(=O)[nH]c2cc1C
 : 33.4, 9.1[fluorescence artefact?], 2.2, -0.5, 14.5, nt, 4.2[fluorescence artefact?], -13.6, -8.3
Cc1nn(C)c(C)c1NC(=O)CSc1nnc(C)n1-c1ccccc1
 : 16.5, 3.5, -2.5, 1.7, 6.5, 1.4, -4.9[fluorescence artefact?], -10.1, -3.3
COCCNc1nc(N)c([N+](=O)[O-])c(NCCO)n1
 : 14.3, 8.0, 0.2, -0.1, 6.6, -1.8, 10.3, 12.5, -54.1
CCOc1ccccc1C(=O)N(CN1CCCC1=O)c1ccc(C)c(Cl)c1
 : 12.1, -4.6, 3.2, -0.5, 2.1, 2.6, 0.8, 26.5, -2.9
CCOC(=O)N1CCN(C(=O)Cn2ccc3c(OC)cccc3c2=O)CC1
 : 5.6, 4.9, -1.9, -0.5, 11.7, -2.0, 10.2, 15.1, -12.8

(further entries)
Value order – EP2 mod, 14-3-3 Bad PPI, Hck Nef HTS, L929 necroptosis, EP2 antag, Rad51 HR inh, eIF4E-4G inh, Calpain2 inh, Tb hexokinase
Cn1c(-c2c(N)n(CCCc3ccccc3)c3nc4ccccc4nc23)nc2ccccc21
 : 39.0, -2.9, -1.2, 1.4, 8.9, -6.8, -18.1[fluorescence artefact?], -74.8, -5.1
Cc1cc(N/C=C2\CCCCC2=O)no1
 : 7.4, -17.6, 0.3, -0.3, 16.7, -3.0, -3.7, 17.9, -48.7
CCCC(=O)n1nc(-c2cccnc2)nc1N
 : -5.8, -10.1, 1.0, -0.1, 7.1, 7.0, 7.6, -13.9, 4.4
COC(=O)c1[nH]c2ccccc2c1NC(=O)c1ccccc1[N+](=O)[O-]
 : -6.7, -11.4, 3.4, 1.6, 2.1, -1.8, 0.7, 5.8, -5.3
CCOc1ccc(NC(=O)c2c3c(nc4ccccc24)CCC3)cc1
 : 3.0, 1.7, -12.9, 0.9, 7.5, 4.0, -0.5, -6.2, -1.4
O=C(Nc1ccc(F)cc1F)N1CCCN(c2ccc([N+](=O)[O-])cn2)CC1
 : -15.8, -11.8, 0.0, -0.6, 10.9, 12.7, -1.6, 1.3, -24.6
CCOC(=O)N1CCN(C(=O)c2ccccc2NC(=O)COc2ccccc2C)CC1
 : 2.5, 5.7, -0.3, 1.0, nt, nt, 3.2, -0.4, -12.6
Cc1cc(C)cc(N(CC(=O)N2CCc3ccccc32)S(=O)(=O)c2c(C)noc2C)c1
 : 36.6, 4.1, 3.4, -0.2, 8.6, 4.6, 2.7, 9.1, 2.0
CCCNC(=O)C1CCN(S(=O)(=O)c2ccc3nc4c(c(C(=O)O)c3c2)CCCCC4)CC1
 : 25.9, 1.9, 21.0, 0.8, 7.5, 2.5, 2.6, -5.5, 1.5
CC(=O)C1C(c2ccc(Cl)cc2)NC(=O)NC1(O)C(F)(F)F (stereo not drawn)
 : 14.6, 1.5, -2.1, -0.2, 9.0, 12.2, 4.4, 5.3, 6.9
COc1ccc(Cc2nnc(NC(=O)c3ccc(Cl)c([N+](=O)[O-])c3)s2)cc1
 : -5.0, -1.6, 0.3, -0.5, 8.1, 3.9, -5.8, -18.2, 1.8
COC(=O)c1cccc(S(=O)(=O)N(Cc2ccco2)Cc2cc3ccc(OC)cc3[nH]c2=O)c1
 : -20.6&-79.9, 26.0[fluorescence artefact?], 7.8, 0.9, 6.7&18.8, nt, -2.6, -23.4, 3.5
CCc1cc2c(NCC(=O)O)ncnc2s1
 : 3.5, -1.2, 0.6, -0.4, 12.9, 8.6, 3.5[fluorescence artefact?], -12.2, 5.6
CCOC(=O)CSc1nnc(-c2ccc(S(=O)(=O)NCc3cccs3)cc2)o1
 : nt, nt, -11.2, -0.8, 6.5, 3.2, nt, nt, 1.0
CO[C@H]1C=CO[C@@]2(C)Oc3c(C)c(O)c4c(O)c(c5c(nc6cc(C)ccn65)c4c3C2=O)NC(=O)C(C)=CC=C[C@H](C)[C@H](O)[C@@H](C)[C@@H](O)[C@@H](C)[C@H](OC(C)=O)[C@@H]1C
 : nt, -4.3, nt, nt, 15.6, -0.5, 3.0, -71.6, nt
O=C(NCc1ccco1)C(=S)N1CCCCC1
 : 12.7, -2.5, -11.3, 3.1, 12.9, -2.2, 1.9, -11.8, -2.5
c1ccc2nc(-c3nccs3)ccc2c1
 : -13.2, 0.3, 10.4, 4.4, 15.0, 5.9, -1.3, -14.5, -15.1
O=C(CCNC(=O)c1ccccc1Cl)Nc1nc(-c2ccc(F)cc2)cs1
 : -10.5, 0.7, 2.4, 1.8, 6.7, 8.7, 2.9, 5.8, 2.3
O=C(O)CCCNc1ccc(S(=O)(=O)Nc2ccccc2C(=O)O)cc1C(=O)O
 : 14.8, 6.0, 7.2, 1.6, 8.6, 0.5, 3.4, -16.6, -9.7
Cc1ccc(-c2nn(CC(=O)Nc3cccnc3)c(=O)c3ccccc23)cc1
 : 17.3, 10.1, 0.6, -0.6, 6.1, 2.2, 4.3, -1.8, -7.9
COc1ccc(C(=O)N2CCN(Cc3cn[nH]c3-c3ccc(OC)cc3F)CC2)cc1
 : -36.3, -3.5, -5.6, 0.4, 4.3, -39.1, -1.5, 36.7, 5.8
Cc1nnc(SCC(=O)Nc2nccs2)[nH]c1=O
 : 9.7, -2.7[fluorescence artefact?], 2.1, 3.6, 13.4, -3.7, 2.6[fluorescence artefact?], -34.6, -5.7
Cc1ccc2nc(N3CCN(Cc4nnnn4Cc4ccccc4)CC3)c(C#N)cc2c1
 : -44.5, -10.1[fluorescence artefact?], 3.8, 0.5, 27.3, -13.2, -44.7[fluorescence artefact?], -19.2, 3.9
C=CCOC(=O)C1=C[C@@H](c2ccc(Br)cc2)[C@H](CCCO)[C@@H](OCC)O1
 : 17.4, -1.9, -10.9, 0.6, 6.8, -0.4, -1.8, 3.4, -11.6
CN(CC(=O)Nc1ccc(S(=O)(=O)N2CCCC2)cc1)Cc1cccc(Cl)c1Cl
 : -9.1, 16.3, -0.1, 1.0, 9.0, 16.1, -39.8, 42.8, -2.5

Screening results as filed in PubChem.

Not all compounds are listed, so the mix of outcomes need not match the whole.
